# Bioassay records as filed in PubChem.
# BAP1 block: human BAP1 deubiquitinase inhibition | recombinant BAP1, Ub-AMC hydrolysis fluorescence kinetic; active compounds read low | Q92560 | actives 0.48% (n = 72,000) | AID 436 | activity remaining (% of control), % at 20 µM;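 active means activity remaining at or below 50% of control, provided the compound also passes the data quality filters; inactive means the rest, including low values that fail the filters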;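 further: 100% = DMSO wells rate and 0% = substrate alone blank rate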
# HePTP inh: blocks human HePTP tyrosine phosphatase | recombinant HePTP phosphatase activity, OD absorbance | inhibition, % at 20 µM | actives 0.64% (n = 110,000) | AID 521; in the data active means inhibition above about 50%;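 further: plate controls were vehicle for no effect and reference inhibitor for full effect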
# Target sequence (P35236 whole entry, looked up): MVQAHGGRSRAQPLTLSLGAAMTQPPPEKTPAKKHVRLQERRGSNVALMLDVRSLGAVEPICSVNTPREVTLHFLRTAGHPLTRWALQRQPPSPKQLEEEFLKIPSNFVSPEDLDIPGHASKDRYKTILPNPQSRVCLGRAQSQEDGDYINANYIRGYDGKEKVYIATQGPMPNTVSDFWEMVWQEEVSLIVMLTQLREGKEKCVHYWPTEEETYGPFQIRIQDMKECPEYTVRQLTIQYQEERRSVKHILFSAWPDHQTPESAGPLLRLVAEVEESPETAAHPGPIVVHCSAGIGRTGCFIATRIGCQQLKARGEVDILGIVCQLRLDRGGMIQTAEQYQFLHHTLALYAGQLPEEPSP
# Active calls of the source: *; . = not tested or not shown. Not all compounds are listed; count on the stated rates, not on these rows.
SMILES,BAP1 block,HePTP inh
O=C(C1CC(=O)N(C2CCCCC2)C1)N1CCC2(CC1)OCCO2 (stereo unspecified),104.6,-9.5
N#CC1=C(N)Oc2c(c(=O)oc3ccccc23)C1c1ccccc1 (stereo unspecified),.,-15.0
O=C(c1cc(-c2cccnc2)nc2ccc(Cl)cc12)N1CCC2(CC1)OCCO2,74.3,1.1
Cc1cc(OCC(N)=O)c2c3c(c(=O)oc2c1)CCC3,.,2.6
CN1CCC(N(C)c2nc(-c3ccccc3)nc3ccccc23)CC1,96.2,9.1
CC(C)n1cc(C(=O)N(CC(=O)NC2CCCC2)Cc2ccccc2)cn1,98.6,4.1
O=C(Cc1ccccc1)OCn1nnc2ccccc2c1=O,107.8,.
c1ccc2oc(N3CCNCC3)nc2c1,100.1,-2.3
O=c1oc2ccccc2c(O)c1C(c1ccccc1F)c1c(O)c2ccccc2oc1=O,.,4.5
CCOC(=O)c1c(C)n(Cc2ccccc2)c2ccc(OCC(O)CN3C(=O)CNC3=O)cc12 (stereo unspecified),187.8,-7.0
C=CCn1c(O)c(C(CC)=NCCCO)c(=O)[nH]c1=O,97.0,-8.0
O=c1c2ccccc2nc(CN2CCCCCC2)n1-c1ccc(F)cc1,97.7,5.1
CC(=O)N1CCC2(CC1)CC(=O)c1cc(OCC(=O)N3CCN(C)CC3)ccc1O2,.,49.3
O=C(NC1CC1)C1CSC(c2cccnc2)=N1 (stereo unspecified),93.7,11.0
O=C(COc1ccc2ccccc2c1)N1CCN(C2CC3CCC2C3)CC1 (stereo unspecified),.,4.0
CC(C)CCn1c(=O)c(C(=O)Nc2nc3ccc(Br)cc3s2)c(O)c2ccccc21,.,-5.8
CC1=NN(c2ccccc2)C(=O)C1/C=C1\C(=O)NC(=O)N(c2cccc(C)c2)C1=O (stereo unspecified),.,3.3
CCCNC(=O)C1CN1Cc1ccc(OC)cc1 (stereo unspecified),.,-6.3
Cc1cc([N+](=O)[O-])ccc1-c1ccc(/C=C2/C(=O)NC(=O)N(C)C2=O)o1,.,18.8
O=[N+]([O-])c1cccc(CNCCc2cccc(Cl)c2)c1,.,2.8
O=c1c2cc(I)ccc2nc(/C=C/c2ccc([N+](=O)[O-])cc2)n1-c1ccccc1,.,2.3
Cc1nc2ccc(I)cc2c(=O)n1-c1ccc([N+](=O)[O-])cc1Cl,.,-17.2
NC(=O)CN1CC(O)CC1=O (stereo unspecified),93.3,.
O=C(Cc1ccccc1)Oc1ccccc1N1C(=O)CCC1=O,63.2,3.1
CN1CCN(C(=O)Cc2nc3ccccc3[nH]2)CC1,93.6,5.6

# Ordered by molar mass (largest number first): part of the list above
SMILES,BAP1 block,HePTP inh
O=c1c2ccccc2nc(CN2CCCCCC2)n1-c1ccc(F)cc1,97.7,5.1
CN1CCC(N(C)c2nc(-c3ccccc3)nc3ccccc23)CC1,96.2,9.1
NC(=O)CN1CC(O)CC1=O (stereo unspecified),93.3,.

# A different layout for 4 compounds above.
# Below each SMILES – BAP1 block, HePTP inh
CC(C)n1cc(C(=O)N(CC(=O)NC2CCCC2)Cc2ccccc2)cn1
→ 98.6, 4.1
O=C(Cc1ccccc1)OCn1nnc2ccccc2c1=O
→ 107.8, .
c1ccc2oc(N3CCNCC3)nc2c1
→ 100.1, -2.3
O=c1oc2ccccc2c(O)c1C(c1ccccc1F)c1c(O)c2ccccc2oc1=O
→ ., 4.5

# Complete entries, looked up by structure. Values in the order: BAP1 block, HePTP inh
# Shown for `C=CCn1c(O)c(C(CC)=NCCCO)c(=O)[nH]c1=O` = 97.0, -8.0
# Shown for `O=C(Cc1ccccc1)Oc1ccccc1N1C(=O)CCC1=O` = 63.2, 3.1
# Shown for `c1ccc2oc(N3CCNCC3)nc2c1` = 100.1, -2.3
# Shown for `O=C(c1cc(-c2cccnc2)nc2ccc(Cl)cc12)N1CCC2(CC1)OCCO2` = 74.3, 1.1
